TRPC4 act – activators of mouse TRPC4 channel, primary screen, Fluo4 calcium, HEK293 TRPC4beta/mu-opioid cells; Short transient receptor potential channel 4 (Mus musculus), Q9QUQ5; Fluo4 calcium fluorescence; hits give high values; B-score at 10 µM; 310,000 compounds, 0.49% hits;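 active = B-score above 5 SD of library B-scores, and initial fluorescence ratio not above library mean plus 5 SD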;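 also: positive B-score marks a calcium rise read as TRPC4 activation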
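Test system: HEK293 cells stably co-expressing mouse TRPC4beta and mu-opioid receptor | Schedule: Fluo4 dye loading 45 min at room temperature, 110 s recording | Measured by: Kinetic Fluo4 calcium fluorescence, 5 s baseline at 1 Hz | Evaluation: B score of integrated ratio | Controls: Buffer (low) and maximal DAMGO (high)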
hERG rescue – hERG rescue from dofetilide block, primary screen, cell-based, CHO-hERG, FluxOR thallium flux, dofetilide IC70 | dofetilide IC70 present | activation (rescue from dofetilide block), less the hit threshold, % at 10 µM | Voltage-gated inwardly rectifying potassium channel KCNH2 (Homo sapiens), Q12809 | 310,000 compounds, 0.51% hits | AID 1511, 2009;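 active = activation above the mean of controls blocked by dofetilide plus 5 SD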;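 also: thallium influx through hERG after potassium depolarization seen as dye fluorescence rise; in these data hits start at about 4.7%; inactives centre near -7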
KCNQ1 block – inhibitors of human KCNQ1 channel, primary screen, cell-based, thallium flux, high-throughput | Potassium voltage-gated channel subfamily KQT member 1 (Homo sapiens), P51787 | CHO-K1 KCNQ1, FluxOR thallium flux fluorescence; hits give high values | B-score at 10 µM | 310,000 compounds, 1.3% hits | AID 2642, 2010;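 active = compounds whose thallium flux B-score, printed positive for inhibition, exceeds three library SD while starting fluorescence stays within three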;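 also: channel opened by potassium depolarization with thallium stimulus after 20 min compound exposure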
Target sequence (P51787 whole entry, looked up): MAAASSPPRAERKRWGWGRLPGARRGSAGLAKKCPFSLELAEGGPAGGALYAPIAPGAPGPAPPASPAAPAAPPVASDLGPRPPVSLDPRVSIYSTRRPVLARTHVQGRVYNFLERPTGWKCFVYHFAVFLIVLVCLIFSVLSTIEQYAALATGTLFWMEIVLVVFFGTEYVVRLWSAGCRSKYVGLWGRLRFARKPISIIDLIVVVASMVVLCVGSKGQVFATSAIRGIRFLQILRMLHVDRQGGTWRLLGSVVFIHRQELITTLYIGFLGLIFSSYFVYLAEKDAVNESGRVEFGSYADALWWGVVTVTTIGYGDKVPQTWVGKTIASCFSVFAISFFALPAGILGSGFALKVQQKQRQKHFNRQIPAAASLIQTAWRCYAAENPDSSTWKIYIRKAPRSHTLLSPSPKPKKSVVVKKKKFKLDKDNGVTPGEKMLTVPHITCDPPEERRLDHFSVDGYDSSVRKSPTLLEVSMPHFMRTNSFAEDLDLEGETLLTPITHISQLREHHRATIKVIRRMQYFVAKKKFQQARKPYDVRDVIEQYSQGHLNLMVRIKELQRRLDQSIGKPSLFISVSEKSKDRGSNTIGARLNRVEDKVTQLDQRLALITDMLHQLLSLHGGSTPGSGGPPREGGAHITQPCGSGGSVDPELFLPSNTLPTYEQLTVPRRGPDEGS
KCNQ1 act – potentiators or activators of KCNQ1 channel, primary screen, cell-based, thallium flux, high-throughput | 310,000 compounds, 0.35% hits | Potassium voltage-gated channel subfamily KQT member 1 (Homo sapiens), P51787 | B-score at 10 µM | CHO-K1 KCNQ1, thallium flux FluxOR fluorescence; hits give high values | AID 2648, 2010;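 active = fluorescence ratio B-score, a plate-corrected score, at least three library SD, with initial intensity B-score within 5 SD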
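Assay system: CHO-K1 cells stably expressing KCNQ1; Medium: assay buffer with matched DMSO; Also added: K+/Tl+ depolarizing stimulus; Dosing: single dose; Timing: dye 90 min, compound 20 min, room temperature; Measured by: kinetic FluxOR thallium fluorescence, 10-s 1-Hz baseline, 110-s post-stimulus read; Read-out: peak-minus-minimum fluorescence over initial fluorescence, negative-control normalized, B-scored.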
DYRK1A inh – rat Dyrk1A kinase inhibitors, primary screen, biochemical, single point, plate reader; Dual specificity tyrosine-phosphorylation-regulated kinase 1A (Rattus norvegicus), Q63470; ADP-Glo luminescence, NFATc1 peptide; inhibition, % at 12.5 µM; 310,000 compounds, 0.43% hits; in the data active = inhibition above about 50%;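 also: plate controls were vehicle with enzyme for no effect and no enzyme for full effect; many of its hits are not listed in these tables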
KCNK9 inh – KCNK9 potassium channel inhibitors, primary screen, HEK293 cells, thallium flux | FluxOR thallium flux fluorescence; hits give low values | Potassium channel subfamily K member 9 (Homo sapiens), Q9NPC2 | 310,000 compounds, 1.2% hits | AID 488922, 2010 | B-score at 10 µM;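 active = ratio B-score over 3 SD below the library mean, with starting fluorescence within 5 SD of its mean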;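 also: negative B-score means less thallium flux so channel inhibition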
Target sequence (Q9NPC2 whole entry, looked up): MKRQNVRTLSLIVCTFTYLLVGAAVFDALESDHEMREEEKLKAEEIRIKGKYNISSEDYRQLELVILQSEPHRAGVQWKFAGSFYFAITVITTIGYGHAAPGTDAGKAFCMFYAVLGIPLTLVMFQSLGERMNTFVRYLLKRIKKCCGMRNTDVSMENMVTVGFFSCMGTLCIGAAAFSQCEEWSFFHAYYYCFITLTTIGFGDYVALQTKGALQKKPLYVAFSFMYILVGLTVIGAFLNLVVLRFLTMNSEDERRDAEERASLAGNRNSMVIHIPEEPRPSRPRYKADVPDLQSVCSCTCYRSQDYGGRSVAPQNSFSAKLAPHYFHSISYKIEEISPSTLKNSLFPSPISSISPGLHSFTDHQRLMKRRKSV
HDAC3 inhib – HDAC3 deacetylase inhibitors, primary screen, biochemical, fluorescence, cell-free homogeneous; Histone deacetylase 3 (Homo sapiens), O15379; recombinant HDAC3, fluorogenic peptide/trypsin coupled; inhibition, % at 8.3 µM; 320,000 compounds, 0.15% hits; AID 2718, 2010; in the data active = inhibition above about 26%, passing the limit was not always enough; inconclusive = no clear call, values can overlap the other calls
TMEM16A inh – TMEM16A chloride channel inhibitors, primary screen, cell-based, HTS. HEK293 TMEM16A/YFP iodide influx fluorescence, ionomycin. normalized B-score (activity score, 25-100; higher = stronger inhibition) at 10 µM. 310,000 compounds, 1.2% hits. AID 588511, 2011;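 active = ratio plate-corrected score three or more library SD toward inhibition, starting fluorescence score within five deviations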;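 also: score derived from kinetic fluorescence span divided by baseline fluorescence per well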
TMEM16A act – TMEM16A chloride channel activators or potentiators, primary screen, cell-based, HTS. Anoctamin-1 (Mus musculus), Q8BHY3. HEK293 TMEM16A/YFP-H148Q/I152L, iodide quench fluorescence; hits give low values. B-score at 10 µM. 340,000 compounds, 0.3% hits;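 active = fluorescence-ratio B-score plate-corrected deviation score at least 3 library SD below zero, with starting fluorescence score within 5 deviations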;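 also: channel opened by trigger with iodide after compound preincubation; score built on the fluorescence ratio of max minus min over baseline; more negative score means more quench and so TMEM16A activation or potentiation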
KCNK3 block – human KCNK3 channel inhibitors, primary screen, CHO cells, FluxOR thallium flux, B-score | 340,000 compounds, 0.84% hits | FluxOR fluorescence; hits give low values | B-score at 10 µM;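 active = B-score under library mean minus 4 SD, starting fluorescence ratio at most library mean plus 5 SD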;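 also: more negative B-score means stronger inhibition of thallium flux through KCNK3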
TRPC4 PAM – positive allosteric modulators of TRPC4, primary screen, cell-based, mouse TRPC4beta, HEK293 mu-opioid, Fluo-4 calcium; Short transient receptor potential channel 4 (Mus musculus), Q9QUQ5; DAMGO EC20, Fluo-4 Ca2+ flux; hits give high values; B-score at 10 µM; 310,000 compounds, 0.42% hits; AID 2227, 2009;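 active = B-score of calcium response area above 5 SD of library B-scores, with initial fluorescence ratio within 5 SD of library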;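 also: B-score of integrated fluorescence ratio over time as area under calcium response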
An asterisk follows results filed as active; i = inactive; ? = inconclusive; . = not tested or not shown. Only part of the results is shown; the hit share may differ from the screen's.

SMILES | KCNQ1 act | HDAC3 inhib | TMEM16A act | KCNQ1 block | TRPC4 PAM | TMEM16A inh | hERG rescue | KCNK3 block | KCNK9 inh | DYRK1A inh | TRPC4 act
CC(C)CN(C(=O)CN1CCC(C)CC1)c1c(N)n(CC(C)C)c(=O)[nH]c1=O | i | -6 | i | i | i | i | -5 | i | i | . | i
COc1cccc(CNC(=O)c2ccc(CS(=O)(=O)Cc3ccccc3C)o2)c1 | i | 1 | i | i | i | i | -12 | i | i | 3 | i
CC(=O)N(Cc1ccccc1)Cc1cn(CCC#N)nc1-c1cccc([N+](=O)[O-])c1 | i | 6 | i | i | i | i | -13 | i | i | 0 | i
Cc1ccc(OCC(=O)c2cc(C)n(Cc3cccs3)c2C)c([N+](=O)[O-])n1 | i | -2 | i | i | i | i | -13 | i | i | -4 | i
Cc1cc(N2CC(C(=O)NCc3cccs3)CC2=O)ccc1C(C)C (stereo not drawn) | i | -5 | i | i | i | i | -6 | i | i | -2 | i
COc1c2ccoc2nc2c(OC)c(OCC(O)C(C)(C)O)ccc12 (stereo not drawn) | . | -30 | i | . | . | i | . | i | . | 0 | .
COc1ccc(C(C(=O)NC2CCCC2)N(C(=O)Cc2cccs2)C2CC2)cc1OC (stereo not drawn) | i | 3 | i | i | i | i | -2 | i | i | 1 | i
CCCc1nc2ccc(NC(=O)c3ccco3)cc2c(=O)n1Cc1ccccc1Cl | i | -4 | i | i | i | i | -4 | i | i | -5 | i
CCCCNC(=O)c1ccccc1Cl | i | 1 | i | i | i | i | -6 | i | i | 0 | i
CCOC(=O)CNC(=O)c1cnc(Nc2ccccc2OC)c2ccccc12 | i | -2 | i | i | i | i | -4 | i | i | 4 | i
COc1cccc(N(C(=O)c2snc(C(N)=O)c2N)C(C(=O)NCC2CCCO2)c2c[nH]c3ccccc23)c1 (stereo not drawn) | i | -3 | i | i | i | i | -14 | i | i | . | i
CC(=O)c1sc2nc(C)cc(C)c2c1N | i | -16 | i | i | i | i | -13 | i | i | 34 | i
Cn1c(Cn2cnc([N+](=O)[O-])n2)nnc1SCC(=O)Nc1ccc(Br)cc1 | i | 0 | i | i | i | i | -13 | i | i | . | i
CCNc1nc(Oc2ccc(F)cc2)cc(C(F)(F)F)n1 | i | 2 | i | i | i | i | -8 | i | i | 1 | i
COC(=O)c1c(Cl)c2n3ccccc3c(C)c(-c3ccccc3)c-2c1C(=O)OC | i | . | i | i | i | i | -6 | i | i | 5 | i
O=C(CN(Cc1cccs1)C(=O)c1csnn1)NC1CCCC1 | i | 4 | i | i | i | i | -11 | i | i | -2 | i
CCOc1ccc(NC(=O)C(=O)NCC2CCCN2CC)cc1 (stereo not drawn) | i | -1 | i | i | i | i | -6 | i | i | 0 | i
O=C(Nc1ccncc1)Nc1ccc(F)cc1 | i | 5 | i | i | i | i | -13 | i | i | 6 | i
CC(=O)N1CCc2cc(S(=O)(=O)NCCCN3CCN(Cc4ccccc4)CC3)ccc21 | i | ? | i | i | i | i | -8 | i | i | 9 | i
CN(C)C(=S)NCc1ccccc1 | i | 6 | i | i | i | i | -7 | i | i | -6 | i
COc1ccc(S(=O)(=O)Nc2ccc3c(c2)COC3=O)cc1OC | i | 0 | i | i | i | i | -6 | i | i | 0 | i
O=C(CN1C(=O)c2ccccc2S1(=O)=O)NC1CC2CCC1C2 (stereo not drawn) | i | -1 | i | i | i | i | -2 | i | i | -2 | i
Cc1ccc(-c2nnc(Nc3ccccc3)o2)cc1 | i | 6 | i | i | i | i | -4 | i | i | . | i
C=CCSC(=S)NC1CCS(=O)(=O)C1 (stereo not drawn) | i | 3 | i | i | i | i | -1 | i | i | 0 | i
NC(=O)CSc1nnc(-c2cc(-c3ccc(Cl)cc3)nc3ccccc23)o1 | i | -3 | i | i | i | i | -10 | i | i | -4 | i
Cc1cc(Nc2ccc(C)c(C)c2)n2nc(C)nc2n1 | i | 6 | i | i | i | i | -5 | i | i | 8 | i
CCCc1nnc(NC(=O)CN2CCN(C)CC2)s1 | i | -3 | i | i | i | i | -4 | i | i | 2 | i
CCCCn1c(NCc2ccncc2)nc2ccccc21 | i | 2 | i | i | i | i | -4 | i | i | -8 | i
Cc1cc(C)cc(C(=O)NN2CCOCC2)c1 | i | -5 | i | i | i | i | -5 | i | i | -3 | i
O=C(CCCC(=O)N1CCN(c2cccc(Cl)c2)CC1)c1ccccc1 | i | 1 | i | i | i | i | -14 | i | i | -2 | i
CC(c1ccco1)N(C(=O)Nc1ccc(Cl)cc1)c1ccccn1 (stereo not drawn) | i | -8 | i | i | i | i | -6 | i | i | 2 | i
OCC[C@@H]1C[C@H](O)[C@@H](O)[C@@]2(CCCCO2)O1 | i | 9 | i | i | i | i | -4 | i | i | 45 | i
O=C(Cn1nnc(-c2ccccc2)n1)NCc1cccs1 | i | 5 | i | i | i | i | -3 | i | i | -1 | i
CCOc1ccc(N2C(=O)CC(N3CCN(C(=O)c4ccco4)CC3)C2=O)cc1 (stereo not drawn) | i | 3 | i | i | i | i | 1 | i | i | -5 | i
Oc1ccc(N2CCN(C(c3cccnc3)c3nnnn3Cc3ccccc3)CC2)cc1 (stereo not drawn) | i | 9 | i | i | i | i | -3 | i | i | -8 | i
COC(=O)c1cccc(NC(=O)CCNC(=O)c2ccc([N+](=O)[O-])cc2)c1 | i | -3 | i | i | i | i | -7 | i | i | 9 | i
COc1ccc(C(=O)CSc2nc3ccccc3n2CC(=O)c2ccccc2)cc1 | i | 13 | i | i | i | i | -10 | i | i | 6 | i
CCOC(=O)C1=C(C)NC(=O)NC1c1ccc(OC)c(CN2CCOCC2)c1 (stereo not drawn) | i | 6 | i | i | i | i | -7 | i | i | 5 | i
CCn1c(=O)c([N+](=O)[O-])c(NCc2ccco2)c2ccccc21 | i | 12 | i | i | i | i | -5 | i | i | . | i
CC(C(=O)Nc1ccc(OCc2ccccc2)cc1)N1CCCC1 (stereo not drawn) | i | -5 | i | i | i | i | -11 | i | i | 22 | i
C=C[C@]1(C)C=C2CCC3[C@](C)(CCC[C@@]3(C)C(=O)O)C2CC1 (stereo partly drawn) | 9* | 6 | i | i | i | i | 0 | i | i | 3 | i
CCn1c(=O)c([N+](=O)[O-])c(NC2CCS(=O)(=O)C2)c2ccccc21 (stereo not drawn) | i | 1 | i | i | i | i | -4 | i | i | 3 | i
COc1ccc(C2/C(=C(/O)c3ccccc3)C(=O)C(=O)N2C)c(OC)c1 (stereo not drawn) | i | 2 | i | i | i | i | -7 | i | i | 10 | i
Cc1ccccc1N1CCN(c2ccc(NC(=O)C3CCCCC3C(=O)O)cc2)CC1 (stereo not drawn) | i | -5 | i | i | i | i | -4 | i | i | -3 | i
COc1ccc(-c2cc(C(F)(F)F)n3nc(C(=O)N4CCN(C(=O)c5ccco5)CC4)cc3n2)cc1 | i | 11 | i | i | i | i | -10 | i | i | 0 | i
C#CCN1C(=O)S/C(=C\c2ccc(-c3ccc(C(=O)O)cc3C)o2)C1=O | i | 21 | i | i | i | i | 4 | i | i | 16 | i
CCOc1cc(/C=C2\C(=O)N(Cc3ccc(C)cc3)C(C)=C2C(=O)OC)ccc1O | i | 9 | i | 7* | i | i | -8 | i | -11* | -10 | i
Cc1ccc(-c2noc(CCC(=O)NCc3ccco3)n2)cc1 | i | 1 | i | i | i | i | -10 | i | i | -2 | i
Cc1cccc(NC(=O)Nc2ccc3c(c2)N(C)C(=O)CS3)n1 | i | 3 | i | i | i | i | -10 | i | i | 3 | i
O=C(O)COc1ccc2c(c1)O/C(=C\c1cccs1)C2=O | i | 4 | i | i | i | i | -12 | i | i | 14 | i
CCc1ccc(C(=O)COC(=O)C(Cc2ccccc2)NC(=O)c2ccc(Cl)cc2)cc1 (stereo not drawn) | i | -10 | i | i | i | i | -10 | i | i | 7 | i
Cc1[nH]n(-c2ccc([N+](=O)[O-])cc2)c(=O)c1C=NCC1CCCO1 (stereo not drawn) | i | 11 | i | i | i | i | -1 | i | i | -4 | i
CO[C@H]1O[C@H](C)[C@@H](O)C[C@H]1NC(=O)OCc1ccccc1 | i | 3 | i | i | i | i | -10 | i | i | 3 | i
CC(C)=C1C2C=CC1C1C(=O)N(c3ccc4c(c3)OCO4)C(=O)C21 (stereo not drawn) | i | 1 | i | i | i | i | -7 | i | i | 2 | i
Cc1ccc2c(C)c(C(=O)N3CCN(c4cnccn4)CC3)oc2c1C | i | -9 | i | i | i | i | -7 | i | i | 12 | i
O=C(CSc1ccc2nnc(-c3ccc(Cl)cc3)n2n1)N1CCc2ccccc21 | i | -4 | i | i | i | i | -11 | i | i | 1 | i
C=C(C)C(=O)Nc1ccc2c(c1)OCCOCCOCCO2 | i | -1 | i | i | i | i | -14 | i | i | . | i
O=C(CSc1nc2ccccc2c(=O)n1Cc1ccc(F)cc1)NCc1cccs1 | i | 4 | i | i | i | i | -9 | i | i | 2 | i
Cc1ccc(S(=O)(=O)N[C@H](C(=O)N2CCC(C(=O)N[C@H](C(=O)O)c3ccccc3)CC2)C(C)C)cc1 | i | -1 | i | i | i | i | -8 | i | i | 10 | i

3 entries from above, ordered by the value under DYRK1A inh, rising:
SMILES	HDAC3 inhib	TMEM16A act	KCNQ1 block	TRPC4 PAM	KCNK3 block	KCNK9 inh	DYRK1A inh	TRPC4 act
Cc1[nH]n(-c2ccc([N+](=O)[O-])cc2)c(=O)c1C=NCC1CCCO1 (stereo not drawn)	11	i	i	i	i	i	-4	i
Cc1cccc(NC(=O)Nc2ccc3c(c2)N(C)C(=O)CS3)n1	3	i	i	i	i	i	3	i
O=C(O)COc1ccc2c(c1)O/C(=C\c1cccs1)C2=O	4	i	i	i	i	i	14	i

Screening data as filed in PubChem BioAssay.
